# Eya2 inh: Eya2 (human) phosphatase inhibition | recombinant Eya2, OMFP fluorescence dephosphorylation (OMFP is methylfluorescein phosphate) | AID 488837 | O00167 | actives 0.006% (n = 330,000) | Potency, µM (titrated, usually from 76.9 µM), without a hit: top-dose activity, negative = inhibition, actives largely listed as inhibitors; also: potency is read from the fitted curve at half-maximal effect; % is scaled to controls: 0 for no effect and ±100 for the full control effect
#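 Eya2 protein (added as 0.2 uM solution) was preincubated with compound for 10 min at ambient temperature in 50 mM HEPES pH 7.5, 50 mM NaCl, 5 uM MgCl2, 0.05% BSA, 1 mM DTT. OMFP (added at 50 uM) then reacted 10 min; fluorescence read at 485/525 nm.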
# Mito fusion act: mitochondrial division inhibition or fusion activation | S. cerevisiae fusion-defective mutant growth rescue, CellTiterGlo 48 h | Potency, µM (top dose mostly 46.1 µM), for inactives: at the highest dose growth rescue (activation), usual class: activators | actives 0.23% (n = 320,000) | AID 485298;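 also: potency is read from the fitted curve at half-maximal effect; % of control where 0% means no effect; nearly all actives have a fitted effect of over 45% in size; temperature-sensitive fusion mutants such as fzo1-1 at 37 °C on non-fermentable ethanol glycerol medium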
#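 Growth-rescue viability read-out: after 48 h at the non-permissive 37C in glycerol/ethanol YPEG, yeast mitochondrial fusion mutants are measured by CellTiterGlo luminescence; compounds (23 nl pinned per well) restoring growth score as division inhibitors or fusion activators.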
# PKM2 act: increases activity of human pyruvate kinase M2; actives 0.34% (n = 260,000); purified PKM2, Kinase-Glo ATP luminescence, activation; response scale: 0% is enzyme alone, no compound; Potency, µM (highest dose often 57.5 µM), for the others: at the highest dose activation, most hits filed as activators; P14618; also: potency is read from the fitted curve at half-maximal effect; % is scaled to controls: 0 for no effect and ±100 for the full control effect; nearly all actives have a fitted effect of over 55% in size
#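 ATP formation by purified human PK-M2, quantified via coupled luciferase luminescence after 1 h at room temperature with 0.1 mM ADP and 0.5 mM PEP final.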
# USP2a block: inhibitors of human ubiquitin-specific protease USP2a. USP2 core, Ub-CHOP2 coupled fluorogenic reporter, 485/531. Potency, µM (highest dose often 38.3 µM), for the others: at the top dose activity change, negative = inhibition, usual class: inhibitors. actives 0.01% (n = 330,000);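 also: potency is read from the fitted curve at half-maximal effect; plate controls were DMSO wells for no effect and full inhibition by NEM control for full effect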
#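 USP2 core (10nM final) preincubated 30min RT with compound in 20mM Tris-HCl pH 8.0, 2mM CaCl2, 2mM beta-mercaptoethanol, 0.05% CHAPS; 25nM Ub-CHOP2 plus 25nM reporter substrate added, fluorescence (Ex485/Em531) read after 60min.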
# TSHR antagonist: blocks TSH signaling through the human TSH receptor; actives 0.2% (n = 330,000); AID 504810; TSHR-expressing cells, TSH-stimulated cAMP HTRF, 2 h; stronger effect = lower value; activity change, negative = inhibition, % at 11.5 µM; P16473;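 active = activity change below a set negative limit, meaning inhibition stronger than a set level, cut at about -70% in these data; inconclusive = activity change between two set negative limits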; also: % is scaled to controls: 0 for no effect and ±100 for the full control effect
# Target sequence (P16473 whole entry, looked up): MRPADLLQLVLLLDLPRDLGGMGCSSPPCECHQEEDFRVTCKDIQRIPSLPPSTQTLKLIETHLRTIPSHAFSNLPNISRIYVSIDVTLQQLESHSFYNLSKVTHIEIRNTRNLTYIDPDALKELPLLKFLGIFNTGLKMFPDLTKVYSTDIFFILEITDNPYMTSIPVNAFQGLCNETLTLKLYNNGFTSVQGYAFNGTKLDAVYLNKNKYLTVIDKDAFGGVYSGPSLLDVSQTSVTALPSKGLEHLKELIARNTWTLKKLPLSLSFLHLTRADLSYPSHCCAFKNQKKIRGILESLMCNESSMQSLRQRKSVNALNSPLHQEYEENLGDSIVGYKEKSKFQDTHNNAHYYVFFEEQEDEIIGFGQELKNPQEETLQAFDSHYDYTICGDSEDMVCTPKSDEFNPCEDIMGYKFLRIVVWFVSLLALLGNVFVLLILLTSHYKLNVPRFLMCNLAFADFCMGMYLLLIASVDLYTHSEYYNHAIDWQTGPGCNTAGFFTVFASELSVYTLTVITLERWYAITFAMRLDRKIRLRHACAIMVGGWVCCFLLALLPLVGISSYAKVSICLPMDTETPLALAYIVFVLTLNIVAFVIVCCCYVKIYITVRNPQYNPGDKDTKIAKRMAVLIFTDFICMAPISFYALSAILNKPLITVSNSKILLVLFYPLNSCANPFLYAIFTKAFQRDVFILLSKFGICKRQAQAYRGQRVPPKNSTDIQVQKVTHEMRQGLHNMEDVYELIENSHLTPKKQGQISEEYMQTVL
#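 Cell-based HTRF cAMP assay; TSHR cells + compound, TSH EC80 (4nM final), 2 h, 37 deg C. Lysis with anti-cAMP cryptate and cAMP-d2, 30 min RT, read 665/620 nm.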
# Chronic BCR inh: chronic active BCR signaling inhibition; ABC-DLBCL IkBa-CBG/CBR reporter, luminescence ratio, 4 h; Potency, µM (series often up to 46.1 µM), inactives show top-dose ratio change, negative = lower green/red ratio, hits mostly inhibitors; actives 0.05% (n = 340,000); AID 493014; active = well fitted inhibition curve with a large enough effect in the signal ratio, with a control signal flat, not every such curve was filed as active; inconclusive = small, poorly fitted or top-dose-only effect, or effect the other way, or a change in a side signal; the % refers to the signal ratio;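 also: potency is read from the fitted curve at half-maximal effect; plate controls were basal doxycycline-induced cells for no effect and cells given 10 µM MG132 for full effect; MG132 reads +100%, hits lower the ratio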
#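 TMD8 human ABC-DLBCL cells with doxycycline-inducible IκBα–green luciferase fusion and unfused red luciferase, in 0.5% FBS medium; compounds up to 46 uM, 4 h at 37C. Green/red luminescence ratio, filter-overlap corrected, fitted to concentration-response curves.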
# ASM inhibitor: human S-ASM enzyme inhibition. placental ASM, HMU-PC fluorogenic substrate, 60 min. Potency, µM (doses to about 57.5 µM), inactives show at the highest dose activity change, negative = inhibition, most hits filed as inhibitors. actives 0.006% (n = 340,000); also: potency is read from the fitted curve at half-maximal effect
#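 qHTS format. ASM enzyme prepared from human placenta hydrolyses the fluorogenic substrate HMU-PC0 (9 uM final) over 60 min at 37 °C after a 10 min compound preincubation.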
# MBNL1-CUG inh: blocks human MBNL1 binding to CUG repeat RNA; Q9NR56; Potency, µM (series often up to 57.5 µM), for inactives: top-dose activity change, negative = inhibition, actives largely listed as inhibitors; TR-FRET MBNL1-His/biotin-(CUG)12 binding, 665/545 ratio; actives 0.036% (n = 280,000); active = well fitted inhibition curve with a large enough effect in the signal ratio, with a control signal flat, not every such curve was filed as active; inconclusive = small, poorly fitted or top-dose-only effect, or effect the other way, or a change in a side signal; inactive = no such curve, though single readings can be large or run the other way; the % refers to the signal ratio; also: potency is read from the fitted curve at half-maximal effect; % is scaled to controls: 0 for no effect and ±100 for the full control effect
#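 Inhibition of protein-RNA binding appears as loss of TR-FRET between terbium anti-His antibody on MBNL1-His and streptavidin-XL665 on biotin-(CUG)12. Activity is normalized to buffer-only and uninhibited-complex controls.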
# GALK inhibitor: blocks human galactokinase activity. P51570. Purified GALK, Kinase-Glo residual ATP luminescence. Potency, µM (top dose mostly 57.5 µM), inactives show at the highest dose activity change, negative = inhibition, most hits filed as inhibitors. actives 0.007% (n = 270,000). AID 1868; also: potency is read from the fitted curve at half-maximal effect; % is scaled to controls: 0 for no effect and ±100 for the full control effect
#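 Galactose (100 uM) and ATP (35 uM) were turned over by 5 nM GALK for 1 h at RT. Kinase-Glo Plus then converted the remaining ATP into a luminescent signal.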
# hERG WT inh: KCNH2 (human, wildtype) channel inhibition; actives 0.37% (n = 340,000); U2OS, BacMam KCNH2, thallium flux FluxOr; stronger effect = lower value; activity change, % at 1.84 µM;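 active = maximum activity change below -70%; inconclusive = maximum activity change between -70% and -50%; inactive = maximum activity change above -50%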; also: % is scaled to controls: 0 for no effect and ±100 for the full control effect
#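 U2OS cells were transduced with wild-type KCNH2 virus (2.03 x 10^8 / mL) for 4 h at room temperature, then cultured overnight at 37 C. Thallium flux was read with FluxOr dye. Rate constants were normalized to DMSO controls.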
# Menin-MLL TR inh: displaces Texas Red mutant MLL peptide from human menin; AID 1768; Menin + Texas Red MLL mutant peptide, fluorescence polarization; Potency, µM (top dose mostly 61.6 µM), inactives show at the top dose FP activity change, negative = inhibition, most hits filed as inhibitors; actives 0.23% (n = 270,000); O00255; active = well fitted inhibition curve with a large enough effect in the polarisation, with a control signal flat, not every such curve was filed as active; inconclusive = small, poorly fitted or top-dose-only effect, or effect the other way, or a change in a side signal; inactive = no such curve, though single readings can be large or run the other way; the % refers to the polarisation; also: potency is read from the fitted curve at half-maximal effect; % of control where 0% means no effect; many of its hits are not listed in these tables
# Starred values were filed as active, the others as inactive; ? = inconclusive; nt = not tested or not shown; [ ] = dose if it differs, or a comment. Unless noted, calls follow the shape of the dose curve; as a rule, active = well fitted curve in the direction sought with a large enough effect; inconclusive = small, poorly fitted or top-dose-only effect, or another doubt; inactive = no such curve, though single readings can be large; an effect the other way counts as inactive or inconclusive.
SMILES,Eya2 inh,Mito fusion act,PKM2 act,USP2a block,TSHR antagonist,Chronic BCR inh,ASM inhibitor,MBNL1-CUG inh,GALK inhibitor,hERG WT inh,Menin-MLL TR inh
O=C1CC(C(=O)Nc2ccccc2)C2(CCCCC2)O1 (configuration not stated),11.4%,-2.6%,-8.4%,-0.1%,6.1,21.8%,1.2%,-3.9%,0.6%,0.2,-3.4%
COc1ccc(OC)c(C(=O)COC(=O)c2[nH]c(C)c(C(C)=O)c2C)c1,18.4%,-5.4%,nt,-0.9%,-8.3,?,139.8%,nt,nt,-9.6,nt
COc1ccc(-c2noc(N3CCCC(C(=O)Nc4cc(F)ccc4F)C3)n2)cc1 (configuration not stated),-3.4%,-0.7%,1.5%,1.2%,6.2,-10.2%,-25.8%,7.8%,nt,1.6,48.9%[activator]
CN(C)CCN1C(=O)c2oc3ccc(F)cc3c(=O)c2C1c1ccncc1 (configuration not stated),-20.4%,1.1%,0.5%,0.6%,2.6,0.2%,13.6%,?,-0.1%,-0.4,22.0%
Cc1ccc(OCC(O)CN2CCOCC2)cc1 (configuration not stated),-6.5%,-0.7%,0.3%,0.2%,2.7,1.1%,-1.2%,-1.5%,2.0%,-5.6,0.3%
CC(C)c1ccc(NC(=S)NCc2ccc3c(c2)OCO3)cc1,?,0.3%,0.4%,1.2%,-10.0,1.8%,-0.8%,nt,0.3%,-0.9,17.8%
CC(C)(C)c1nnc(NC(=O)CN2C(=O)C3C4C=CC(C4)C3C2=O)s1 (configuration not stated),-8.3%,-1.0%,-3.7%,-4.0%,-3.0,-0.4%,-1.5%,-5.7%,3.3%,0.6,-12.0%
CCN(c1cccc(C(F)(F)F)c1)S(=O)(=O)c1ccc2c(c1)CCN2C(=O)C1CC1,-24.1%,2.4%,-1.5%,-2.7%,-6.8,6.7%,-6.0%,0.5%,1.0%,7.3,9.0%
Cc1cccc(OCC(=O)NCC(=O)N/N=C/c2c(C)[nH]c3ccccc23)c1,?,1.0%,-0.8%,8.2%,-2.2,-2.2%,-1.3%,-4.1%,2.3%,-7.4,nt
Cc1cn([C@H](C(=O)NCCCCCCCCCCC(=O)N2CCNCC2)[C@@H](C)O)nn1,-9.5%,-0.1%,nt,-0.5%,22.4,1.6%,-1.8%,nt,nt,2.3,nt
Nc1nc(-c2cccs2)c(-c2cccs2)s1,?,-16.3%,nt,0.0%,-18.4,-1.0%,-3.3%,13.2%,-2.7%,?,?
CN(C(=O)COC(=O)/C=C/c1ccc(C(F)(F)F)cc1)c1c(N)n(Cc2ccccc2)c(=O)[nH]c1=O,-4.2%,-5.1%,nt,-0.3%,8.4,3.8%,-2.0%,nt,nt,5.5,nt
COc1ccccc1NC(=O)Cc1c(F)cccc1Cl,4.7%,8.4%,-0.9%,4.7%,-8.3,-17.1%,3.2%,15.4%,1.7%,4.6,-7.9%
S=c1[nH]nc(-c2ccco2)n1/N=C/c1cccs1,0.5%,5.4%,-17.0%,4.7%,-6.2,20.1%,5.6%,14.5%,0.8%,0.3,-8.2%
C(#CCN1CCC(Cc2ccccc2)CC1)COCCOCc1ccccc1,0.0%,-0.8%,-11.8%,2.7%,-7.8,-4.1%,-0.2%,nt,-0.3%,2.8,-14.0%
Cc1cc(-n2nc(C)cc2C)nc(NS(=O)(=O)c2ccccc2)n1,5.0%,-0.6%,10.2%,1.0%,5.5,2.2%,4.2%,-11.4%,0.1%,-13.1,3.5%
O=C(NCCC(=O)N1CCN(c2ncccn2)CC1)c1ccccc1Cl,-1.9%,0.7%,0.1%,1.3%,-0.4,11.5%,-0.2%,-3.4%,-1.1%,-7.2,4.9%
N#Cc1cc(N2CCCCC2)c([N+](=O)[O-])cc1C#N,2.7%,1.7%,-3.5%,-0.1%,-2.8,-0.2%,-5.0%,?,-2.7%,9.3,-14.9%
COC(=O)c1ccccc1NC(=O)C1CCCN(S(C)(=O)=O)C1 (configuration not stated),2.7%,-4.3%,2.1%,1.7%,-1.0,2.9%,-0.1%,-7.0%,1.3%,9.7,-8.6%
OCCN1CCN(Cc2cc(Cl)c3cccnc3c2O)CC1,-13.0%,1.8%,3.7%,-1.1%,-0.1,?,-0.8%,?,2.9%,2.9,-12.2%
CC(C)CNS(=O)(=O)c1ccc(CCC(=O)NCCc2ccccc2)cc1,3.5%,-0.8%,-3.5%[11.5 µM],4.3%,3.8,1.7%,1.6%,-15.0%,-7.0%,-2.9,-11.8%
COC(=O)c1c(C(=O)OC)c2n(c1C)CCS2,5.1%,-0.4%,0.2%,2.7%,14.3,?,2.1%,4.0%,nt,-7.0,nt
O=C(Oc1ccc(-n2cnnn2)cc1)c1ccco1,7.6%,1.6%,-7.4%,-3.7%,-1.7,3.7%,0.8%,8.2%,3.1%,7.4,2.6%
NCCN=C1NS(=O)(=O)c2ccccc21,-2.6%,1.1%,-1.2%,1.0%,6.4,10.6%,5.1%,?,-0.2%,-9.0,-9.0%
NC(=O)CS(=O)(=O)c1nc2ccccc2n1CC(=O)N1CCCCC1,14.0%,-0.9%,0.7%,2.6%,0.5,?,-1.5%,-5.6%,0.1%,-0.8,-11.4%
CCOCC(O)CNC(=O)c1ccc2nc(Cc3ccc(OC)c(OC)c3)oc2c1 (configuration not stated),-2.5%,0.2%,1.6%[11.5 µM],2.9%,4.9,?,2.6%,18.8%,6.8%,10.7,2.9%
O=c1cc2c(nn1Cc1c(Cl)cccc1Cl)-c1ccccc1CC2,-13.5%,15.1%,-1.5%,2.1%,-19.7,11.4%,-0.4%,?,-0.6%,6.7,-13.7%
COc1ccc(S(=O)(=O)NCCCCCC(=O)NCCCN2CCOCC2)cc1,13.5%,1.2%,-6.5%,-4.7%,-3.8,-4.5%,0.5%,-20.1%,2.9%,9.0,37.5%[activator]
CCCCNS(=O)(=O)c1ccc2c(c1)oc(=O)n2CC(=O)OCC,11.2%,1.3%,-1.6%,4.7%,-1.4,14.8%,0.9%,2.5%,3.4%,-4.2,-7.8%
CCc1ccccc1OCC(=O)Nc1ccc(C)c(S(=O)(=O)N2CCCCCC2)c1,3.8%,16.0%,nt,2.9%,-19.7,-0.7%,-4.5%,nt,nt,-0.7,nt
Cc1[nH]c2ccccc2c1Cc1nnc(SCCC#N)o1,-29.1%,-0.9%,-0.9%,0.6%,-0.7,7.1%,-1.4%,2.2%,-2.0%,7.7,22.5%
COC(=O)C(Cc1ccc(O)cc1)NC(=O)C1CCN(S(=O)(=O)c2ccc(C)cc2)CC1 (configuration not stated),-5.3%,-1.7%,1.3%,4.6%,-1.9,?,-2.5%,-0.4%,1.3%,-3.4,1.8%
Cc1cc(C(F)(F)F)nn1CC(=O)NNC(=S)NCC(C)C,5.7%,-1.5%,-4.0%,1.8%,2.8,-7.1%,3.3%,-2.9%,1.7%,4.4,7.4%
CC1=CC2=NC(=O)/C(=C\c3cccn3CCOc3cc(C)ccc3C)C(=N)N2O1,3.2%,?,4.9%,-1.2%,-20.8,?,-14.3%,nt,0.6%,-12.5,?
O=C(Cc1ccc(Br)cc1)N/N=C/c1ccc(-c2cccc(C(=O)O)c2)o1,-10.5%,-4.0%,8.0%,3.3%,-6.7,?,12.8%,nt,-4.4%,-0.3,nt
COC(=O)c1ccc2c(=O)n(CCO)c(=S)[nH]c2c1,4.1%,-5.8%,?,2.8%,1.1,?,-1.8%,13.2%,-4.9%,-18.4,11.5%
CC(=O)Nc1ccc(NC(=O)CSc2ccc(-c3cccs3)nn2)cc1,-19.3%,0.1%,-10.2%,0.1%,-2.9,?,2.6%,24.7%,0.8%,-2.2,-20.3%
CNC(=O)COc1coc(CN2CCN(c3ccccc3F)CC2)cc1=O,6.2%,2.4%,nt,-1.2%,-6.6,0.7%,0.7%,-5.2%,-4.0%,-2.4,nt
O=C(CSc1ccc2nnc(-c3ccccn3)n2n1)Nc1cccc(F)c1,8.4%,-0.1%,0.6%,2.9%,13.4,0.4%,-3.2%,4.6%,7.0%,4.2,nt

# Not all compounds are listed (hit frequency here may not be typical).
